# Screening data from PubChem.
# TAAR1 antag: human TAAR1 antagonism; CHO RD-HGA16 TAAR1, Fluo-8 calcium fluorescence, antagonist; AID 624466; Q96RJ0; 360,000 tested, 1.5% active; inhibition, % at 3 µM;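 active means inhibition above a per-plate cutoff, the mean inhibition of test compounds on that plate plus 3 SD, cut at about 49% in these data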;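 further: 0% = DMSO plus EC80 beta-PEA response and 100% = DMSO alone without agonist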
# Target sequence (Q96RJ0 whole entry, looked up): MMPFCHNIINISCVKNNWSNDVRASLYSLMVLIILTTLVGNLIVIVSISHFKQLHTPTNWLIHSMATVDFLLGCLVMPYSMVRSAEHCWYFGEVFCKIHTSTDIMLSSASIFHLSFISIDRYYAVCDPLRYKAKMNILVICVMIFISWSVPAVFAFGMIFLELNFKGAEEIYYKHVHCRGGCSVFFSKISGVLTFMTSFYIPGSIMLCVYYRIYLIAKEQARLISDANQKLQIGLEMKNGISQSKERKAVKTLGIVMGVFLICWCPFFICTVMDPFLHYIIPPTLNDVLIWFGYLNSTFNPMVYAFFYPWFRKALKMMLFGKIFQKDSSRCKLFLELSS
#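 test system = CHO RD-HGA16 cells bearing hTAAR1 | replication = singlicate | controls = DMSO-only wells and EC80 β-PEA-stimulated wells | reagent = EC80 β-phenethylamine stimulus | read-out basis = percent inhibition of PEA-evoked calcium signal, max/basal emission ratio | schedule = seeding 17-24 h prior, 75-min 37 °C, 30-min RT dye loading | signal = kinetic Fluo-8 calcium fluorescence measurement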
# M1 ag parental: M1 agonist counterscreen hit in parental CHO-K1 cells. Fluo-8 calcium fluorescence; scaled to maximal ATP response, vehicle zero. activation, % at 3 µM. 360,000 tested, 0.48% active; in the data active means activation above about 15%;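 further: untransfected CHO-K1 host cells lacking M1 receptor as counterscreen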
# M1 PAM parental: nonselective activator or artifact in parental CHO-K1 calcium assay; 360,000 tested, 0.02% active; activation, % at 3 µM; ATP EC20, Fluo-8 calcium fluorescence; 0% at ATP EC20, 100% at ATP max;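 active means activation above the run cutoff, the mean activation of all test compounds plus 3 SD, cut at about 40% in these data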;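 further: peak over basal fluorescence ratio in a 140 s read after ATP addition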
# TAAR1 agonist: human TAAR1 agonism; Q96RJ0; 360,000 tested, 0.99% active; CHO RD-HGA16 TAAR1, Fluo-8 calcium fluorescence; vehicle wells 0%, saturating PEA agonist 100%; activation, % at 3 µM; AID 624467;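 active means activation above the mean activation of all test compounds in the run plus 3 SD, cut at about 38% in these data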
#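 Assay system: CHO-derived RD-HGA16 cells with stable Gα16 and human TAAR1; timing: 17-24 h seeding, 75 min 37 °C dye, 30 min RT; read-out: % activation from peak over basal fluorescence ratio, DMSO-to-PEA scaled; measured by: kinetic Fluo-8 calcium fluorescence; benchmarks: low control DMSO, high control PEA (EC100); doses: 3 µM single concentration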
# V1aR counter: activates human V1a receptor in oxytocin agonist counter-screen; 320,000 tested, 0.25% active; activation, % at 3 µM; CHO-V1R cells, Fluo-8 calcium fluorescence, agonist mode; 0% DMSO, 100% 3 nM vasopressin; P37288;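 active means activation above the mean activation of all tested compounds plus 3 SD, per screening run, cut at about 20% in these data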;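 further: signal is peak over basal fluorescence ratio across a 100 second FLIPR read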
# Target sequence (P37288 whole entry, looked up): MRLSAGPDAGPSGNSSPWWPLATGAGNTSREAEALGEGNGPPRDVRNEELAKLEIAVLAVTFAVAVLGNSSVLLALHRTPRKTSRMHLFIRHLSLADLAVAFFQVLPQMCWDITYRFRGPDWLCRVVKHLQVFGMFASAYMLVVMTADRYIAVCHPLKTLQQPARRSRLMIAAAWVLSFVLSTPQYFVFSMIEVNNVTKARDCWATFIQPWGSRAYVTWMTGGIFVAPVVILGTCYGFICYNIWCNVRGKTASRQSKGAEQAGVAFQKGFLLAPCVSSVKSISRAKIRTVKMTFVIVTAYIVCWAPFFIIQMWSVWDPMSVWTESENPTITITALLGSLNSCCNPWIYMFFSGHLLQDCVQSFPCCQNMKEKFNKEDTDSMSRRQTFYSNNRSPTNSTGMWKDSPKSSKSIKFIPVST
# CHO-K1 Ca antag: M1 antagonist counterscreen hit in parental CHO-K1 cells. AID 602250. ATP-induced calcium, Fluo-8 fluorescence. inhibition, % at 3 µM. 360,000 tested, 0.6% active;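 active means inhibition above a per-plate cutoff, the plate's mean sample inhibition plus 3 SD, cut at about 24% in these data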;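 further: 0% = DMSO plus EC80 ATP and 100% = DMSO alone without ATP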
# CHO parental Ca: counter-screen for OX1R antagonists: effect in parental CHO cells. inhibition, % at 5.6 µM. 330,000 tested, 0.63% active. parental CHO-K1, ATP-induced calcium, Fluo-8 fluorescence;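 active means inhibition above that plate's mean sample inhibition plus 3 SD, cut at about 26% in these data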;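 further: 0% = ATP-challenged DMSO wells and 100% = DMSO wells without ATP; some compounds past the cut are filed as inactive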
#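 Material – parental CHO cells · Reagent – ATP stimulus · Compound – single nominal dose of 5.6 µM per compound · Detection – Fluo-8 fluorescence · Read-out basis – percent inhibition of calcium signal · Controls – ATP-challenged DMSO wells low, unchallenged DMSO wells high · Repeats – no replicates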
# CHRM1 agonist: activates human CHRM1 receptor. P11229. CHO-K1 hM1, Fluo-8 calcium fluorescence, agonist mode; 0% DMSO, 100% acetylcholine EC100. activation, % at 3 µM. 360,000 tested, 0.33% active. AID 588814;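 active means activation above the run's mean compound activation plus 3 SD, cut at about 16% in these data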;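 further: peak over basal fluorescence ratio within a 140 s kinetic read after compound addition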
# OXTR potentiator: human OXTR potentiation; CHO-OTR cells, Fluo-8 calcium fluorescence, potentiator mode; 0% = oxytocin EC15, 100% = EC100; 320,000 tested, 0.061% active; AID 2445; P30559; activation, % at 3 µM;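 active means activation above that plate's cutoff, the mean activation of tested compounds plus 3 SD, cut at about 6.6% in these data, passing the limit was not always enough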;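 further: 100% uses oxytocin at 75 nM as the full agonist control; some results filed as inactive read as strong as hits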
#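 Measured by – Fluo-8 calcium dye fluorescence · Test system – human OTR in CHO cells · Dosing – one concentration, 3.0 µM compound · Controls – EC15 oxytocin alone as 0%, 75 nM oxytocin as 100% · Evaluation – normalized max/min fluorescence ratio, % activation · Timing – 6 min pre-incubation, 100 s read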
# An asterisk follows results filed as active; / = no result given.
# The line under a structure holds: M1 ag parental	CHO parental Ca	V1aR counter	CHRM1 agonist	M1 PAM parental	CHO-K1 Ca antag	TAAR1 antag	TAAR1 agonist	OXTR potentiator
- COc1ccccc1N1CCN(C(c2ccccc2)c2nnnn2CCc2ccccc2)CC1 (configuration not stated)
  -0.8	-16	-0.6	-7	-7	21	7	16	-16
- Cn1nnc2c(N3CCCCC3)nccc21
  0.1	2	-1.0	-5	10	-1	-12	7	-13
- S=C(Nc1ccc(Br)cc1Cl)N1CCN(c2ccccn2)CC1
  9.8	-9	3.2	-1	6	0	11	1	-8
- O=C1NC(=O)/C(=C\c2ccc(OCc3cccc(C(=O)O)c3)c(Cl)c2)N1
  -0.3	-11	-1.2	-5	-6	2	6	4	-5
- COc1ccc(C2C(C(=O)c3ccco3)=C(O)C(=O)N2CCCn2ccnc2)c(OC)c1 (configuration not stated)
  0.0	-7	0.3	-4	-4	7	-8	-2	-2
- COc1ccc(-n2c(SCCC#N)nnc2-c2cc(Cl)ccc2OC)cc1Cl
  1.3	-8	1.8	0	9	-8	22	14	-14
- CC1(c2nnc(-c3ccc(Cl)cc3)o2)CC(c2c(Cl)cccc2Cl)=NO1 (configuration not stated)
  1.1	-40	-0.1	-6	6	-13	56*	15	-4
- O=C1NC(Cc2ccc(O)cc2)c2nc3ccc(Cl)cc3c(=O)n2-c2ccc(Cl)cc21 (configuration not stated)
  /	-15	2.0	/	/	/	-3	7	3
- Cc1nnc(SCC(=O)NC23CC4CC(CC(C4)C2)C3)s1
  0.7	-11	5.2	-6	14	-9	7	-1	-22
- CCOC(=O)/C(C#N)=C(C)/C=C1\Sc2ccccc2N1CC
  0.3	-8	3.0	-5	27	-20	56*	2	-8
- COc1cccc(CNc2nc(SC)ncc2CO)c1
  2.2	-6	2.5	-8	20	-8	20	4	1
- C#CCOCCOCCOCCNc1nc(N2CCN(C(=O)[C@H](Cc3ccc(O)cc3)n3cc(C(N)CC(C)C)nn3)CC2)nc(N2CCN(C(=O)[C@H](CCC(=O)O)n3cc(C(N)[C@H](C)CC)nn3)CC2)n1 (some centres not stated)
  1.1	-2	0.4	-5	22	-7	/	/	-16
- Cc1ccc(NNC(=O)c2cc(C)on2)c(C)c1
  14	-2	0.1	-3	0	6	-9	2	1
- COc1cccc(-c2nnc(-c3ccc(C(F)(F)F)cc3)o2)c1
  0.3	-13	0.3	-3	14	0	-7	5	0
- C=CCNc1ccc(N2C(=O)C3CCC(C)CC3C2=O)cc1[N+](=O)[O-] (configuration not stated)
  /	-18	-1.3	/	/	/	11	2	-2
- CC(C)(C)c1ccc(Cn2nnc3c(=O)[nH]c(C4CCN(C(=O)Cc5cccs5)CC4)nc32)cc1
  6.7	-26	0.1	-6	15	-13	13	18	-5
- NC(=O)CSc1nnnn1-c1ccc2c(c1)OCCO2
  0.1	2	-0.6	-4	18	5	-19	1	3
- CCOc1ccc(N2C(=O)CC(N3CCN(c4ccccc4OC)CC3)C2=O)cc1 (configuration not stated)
  0.5	-11	0.6	-5	21	-14	-4	-2	3
- COc1ccccc1C(=O)NCCNC(=O)c1ccc(C)nc1
  1.8	0	1.6	-4	22	-19	-5	0	0
- Cc1sc2ncnc(N[C@@H](CCC(=O)O)C(=O)O)c2c1C
  0.4	0	0.1	-1	9	-9	5	1	-1
- COc1ccc(CCNC(=O)COc2cc(O)c3c(c2)OC(C)(C)CC3=O)cc1OC
  2.9	-12	0.3	-2	25	-6	3	5	-2
- CCOC(=O)CC(NC(=O)Cc1cccs1)c1ccccc1Cl (configuration not stated)
  2.1	-16	0.2	-5	-8	-14	0	-1	-9
- Fc1ccc(Nc2c3c(nc4ccccc24)CCC3)cc1
  13	12	8.0	-4	1	2	-3	2	-10
- Cc1cccc(NC(=O)c2ccc(C)c(S(=O)(=O)N3CCOCC3)c2)n1
  1.0	/	/	-2	9	-9	1	2	/
- O=C(NNS(=O)(=O)c1ccccc1)c1cnn(-c2ccc(Cl)cc2)c1C(F)(F)F
  1.2	-2	-0.5	-2	-6	-8	0	3	-11
- CCN(CC(=O)Nc1cccc(Br)c1)Cc1nc2ccccc2c(=O)[nH]1
  0.6	/	/	-3	18	-7	-4	7	/
- COC(=O)c1ccc(C(=O)OC)c(NC(=S)N2CCN(c3ccc(F)cc3)CC2)c1
  0.0	-16	0.7	-7	18	-13	-4	0	0
- CC(C)[C@H](N)C(=O)NC[C@H]1O[C@@H](n2cnc3c(N)ncnc32)[C@H](O)[C@@H]1O
  1.2	-16	/	-3	11	-10	-25	4	/
- CC1(C)Cc2cccc(OCC(=O)Nc3ccc(S(N)(=O)=O)cc3)c2O1
  2.8	4	1.7	-3	10	-11	-18	3	-6
- CCc1ccc(C(=O)NNC(=O)CN2C(=O)NC(CC)(c3ccccc3)C2=O)cc1 (configuration not stated)
  0.7	7	-0.2	-2	5	-5	-12	0	-8
- CC1=C(C)CC(C(=O)Nc2ccc3c(c2)OCO3)C(C(=O)O)C1 (configuration not stated)
  4.6	-12	2.3	-5	-1	15	6	3	-6
- Cc1ccc(-n2ncc3c(=O)n(CC(=O)N4CCCc5ccccc54)cnc32)cc1C
  3.1	/	/	1	11	-1	46	12	/
- COc1ccc(S(=O)(=O)N(C)c2ccc(C(=O)NCc3ccccn3)cc2)cc1OC
  0.5	-8	0.9	-3	-26	14	-22	2	-5
- CCn1c(=O)ccc2cc([N+](=O)[O-])ccc21
  0.8	-1	-0.8	-3	22	-11	1	14	-17
- CN(C)S(=O)(=O)c1ccc(C(=O)OCn2nnc3ccccc3c2=O)cc1
  5.4	-14	6.4	0	13	-6	-4	3	-7
- Cc1ccc(C)c(-c2nnc(NC(=O)Cc3ccc(F)cc3)o2)c1
  0.0	-1	0.7	-3	17	-21	/	/	-5
- CCOc1ccccc1NC(=O)Nc1ccc2c(c1)CCC2
  0.0	-32	-0.8	-5	-6	-10	-29	-1	-8
- CCN(Cc1ccncc1)C(=O)c1cc(COc2ccc(F)cc2F)on1
  3.0	-19	5.5	0	-11	-15	-3	0	-10
- Cc1cc(Cl)cc(Cl)c1CNc1c([N+](=O)[O-])c(=O)oc2ccccc12
  0.5	-7	2.4	-4	15	-19	8	7	-8
- C[C@H]1CN([C@@H](C)CO)C(=O)CCCn2nncc2CO[C@@H]1CN(C)C(=O)Nc1ccc(N2CCCCC2)cc1
  0.1	/	/	-6	11	20	8	1	/
- CCOc1cccc(C(=O)Nc2ccc3c(c2)OCCO3)c1
  -0.2	0	-0.7	-2	11	1	-26	5	-1
- COc1ccc2c(CN3CCOCC3)cc(=O)oc2c1
  0.4	/	/	-1	11	10	-7	2	/
- CCOC(=O)Cc1csc(NC(=O)c2sc3nc4ccc(C)cc4cc3c2N)n1
  3.2	-4	1.9	0	20	-13	23	14	-4
- Cc1ccc(C)c(NS(=O)(=O)c2cc(C(=O)NCc3ccncc3)ccc2C)c1
  1.8	-28	3.7	-1	-26	-3	11	3	-9
- Cc1cc(C(=O)OCC(=O)Nc2cc(S(=O)(=O)N(C)C)ccc2C)c2ccccc2n1
  7.2	-14	3.6	-3	-4	-15	-3	3	-1
- O=C(CN1CCN(c2ccc(F)cc2)CC1)Nc1ccccc1C(=O)NCCc1ccccc1
  2.5	-24	0.5	-5	18	-24	43	18	-3
- COc1cccc(CN(C)CC(=O)Nc2cccc3ccccc23)c1
  -0.2	-29	-1.5	-7	4	4	-15	0	-11
- O=C1c2ccc(Oc3ccc([N+](=O)[O-])cc3)cc2C(=O)N1CCO
  17*	11	3.3	-3	14	-8	3	4	-19
- CC1CCCN(S(=O)(=O)c2ccc(NC(=O)C3CCN(C(=O)C(C)(C)C)CC3)cc2)C1 (configuration not stated)
  3.6	-12	6.2	-2	11	-14	-12	14	-10
- COc1cccc(-c2cc(C(=O)N3CCN(c4ncccn4)CC3)c3ccccc3n2)c1
  4.4	-12	-1.0	0	-11	34*	56*	15	-3
- COc1ccc(NC(=O)CN(C)C(=O)C2(c3ccccc3)CCCC2)cc1
  0.0	-26	0.5	-3	17	-7	-18	1	-4
- COc1cc(C(=O)NCCN2CCN(C(=O)c3cc(OC)c(OC)c(OC)c3)CC2)cc(OC)c1OC
  1.6	-3	1.7	-2	18	-12	6	0	-1
- COc1cccc(N2CCN(C3CCCC(C)C3)CC2)c1 (configuration not stated)
  0.3	-13	-0.1	-14	2	-22	/	/	-2
- O=C(COC(=O)C1CCN(/C=C/C(=O)C(F)(F)F)CC1)Nc1ccccc1
  0.9	-14	0.5	-1	6	7	-5	1	-7
- C/C(=N\NC(=O)CCc1ccccc1)C1C(=O)c2ccccc2C1=O
  1.7	-19	-0.7	-4	-9	-8	-8	6	0
- Cc1ccc(NC(=O)CC2CS(=O)(=O)CC2CC(=O)Nc2ccc(C)c(C)c2)cc1C (configuration not stated)
  -0.1	3	-0.8	-4	-1	0	-2	7	-16
- NS(=O)(=O)c1ccc(NC(=O)COC(=O)CCC2CCCC2)cc1
  1.0	12	1.1	0	4	-12	-9	1	-7
- Cc1cc(C(=O)NCCc2ccccc2)c2cc(F)ccc2n1
  0.8	-8	-0.8	-5	8	-10	0	2	-29
- Cc1[nH][nH]c(=O)c1/C=N/N1CCOCC1
  -0.5	-5	0.5	2	-2	3	13	5	-4
- O=C1c2ccccc2C(=O)N1OS(=O)(=O)c1ccc(F)cc1
  1.1	5	0.3	-1	1	-10	-10	1	0
- COc1ccc(-c2cc(C(F)(F)F)nc(N3CCCCC3)n2)cc1OC
  0.5	-10	0.5	-2	11	-2	-3	2	-1
- Fc1ccccc1-c1nnc2ccc3ccccc3n12
  0.8	-11	1.6	-1	5	-7	-11	3	-7
- CCC(=O)NC1(C(F)(F)F)C(=O)Nc2c1c(=O)[nH]c(=O)n2CC(C)C (configuration not stated)
  0.3	-13	3.3	-3	-17	8	-6	5	-6

# Reprinted at random: 2 entries already listed.
# The line under a structure holds: M1 ag parental	CHO parental Ca	V1aR counter	CHRM1 agonist	M1 PAM parental	CHO-K1 Ca antag	TAAR1 antag	TAAR1 agonist	OXTR potentiator
- COc1ccc2c(CN3CCOCC3)cc(=O)oc2c1
  0.4	/	/	-1	11	10	-7	2	/
- COc1cccc(N2CCN(C3CCCC(C)C3)CC2)c1 (configuration not stated)
  0.3	-13	-0.1	-14	2	-22	/	/	-2

# Rows are unselected; 3.3% or so of the library scored in one or more.
